Assay outcomes: PubChem, Broad Institute
RAD54 branch – blocks human RAD54 Holliday junction branch migration; Q92698; inhibition, % at 10.4 µM; FAM/BHQ fluorescence; 360,000 compounds, 0.14% hits;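 active = mean normalized replicate activity at least 40 and at least half of replicates scoring 40 or more; inconclusive = only one of the two criteria met; inactive = mean below 40 and under half of replicates reaching 40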;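 also: 0% = median of neutral control wells and 100% = median of positive control wells; inhibitors cause a drop in the FAM fluorescence signal; in these data hits start at about 50%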
Target sequence (Q92698 whole entry, looked up): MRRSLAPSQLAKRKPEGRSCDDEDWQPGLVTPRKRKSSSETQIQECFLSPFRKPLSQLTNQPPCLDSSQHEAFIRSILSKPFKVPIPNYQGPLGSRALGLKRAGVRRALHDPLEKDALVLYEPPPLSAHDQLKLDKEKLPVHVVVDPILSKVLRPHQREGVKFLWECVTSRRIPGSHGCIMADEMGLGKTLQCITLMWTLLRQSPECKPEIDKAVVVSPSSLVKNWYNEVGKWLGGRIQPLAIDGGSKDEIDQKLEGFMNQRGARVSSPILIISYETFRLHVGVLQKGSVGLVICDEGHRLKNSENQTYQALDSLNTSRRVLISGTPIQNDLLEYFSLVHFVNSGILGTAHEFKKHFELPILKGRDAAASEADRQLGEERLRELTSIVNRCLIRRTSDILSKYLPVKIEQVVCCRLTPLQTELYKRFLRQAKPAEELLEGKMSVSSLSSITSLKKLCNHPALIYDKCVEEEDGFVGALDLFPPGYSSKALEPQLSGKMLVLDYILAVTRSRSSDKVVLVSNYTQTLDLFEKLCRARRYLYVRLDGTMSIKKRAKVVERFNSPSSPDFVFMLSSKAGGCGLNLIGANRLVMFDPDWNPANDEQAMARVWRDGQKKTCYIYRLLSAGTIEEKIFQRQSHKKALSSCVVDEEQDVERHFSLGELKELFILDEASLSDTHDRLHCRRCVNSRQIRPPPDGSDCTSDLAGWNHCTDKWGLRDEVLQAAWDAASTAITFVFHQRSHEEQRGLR
esBAF inh – SWI/SNF esBAF complex inhibition | mouse ES cells, Bmi1-luciferase knock-in reporter, 24 h; 100% = twice the neutral-well signal | reporter increase, % at 12.5 µM | 350,000 compounds, 2% hits; in the data active = activation above about 40%; inconclusive = no clear call, values can overlap the other calls;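 also: 0% = median of the plate's neutral control wells and 100% = double that signal; a rise in the Bmi1 reporter signal indicates esBAF inhibition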
* hit, by the source's call; ? = inconclusive. This is a subset, so the mix of outcomes need not match the whole.

molecule	RAD54 branch	esBAF inh
O=C(NCCc1ccc(Cl)cc1)c1ncn[nH]1	10	-7
Cc1cccc(C)c1NC(=O)CSc1nnc(-c2ccccc2)n1Cc1ccc2c(c1)OCO2	0	0
CCOC(=O)CCC(NC(=O)c1ccc(NCN2C(=O)c3ccccc3C2=O)cc1)C(=O)OCC (centres undefined)	3	-1
Cc1oc(C(=O)O)cc1COc1ccccc1Cl	3	-3
O=c1cc(CO)occ1OCc1ccccc1	-3	0
Cn1c(=O)c(-c2ccccc2)nc2ccccc21	-2	12
Cc1ccc(-n2c(SCC(=O)Nc3cc(C)on3)nc3ccccc3c2=O)cc1	2	1
COc1c2occc2c(OC)c2c(=O)cc(C(F)(F)F)oc12	-1	-9
COc1ccc(CCN2C(=O)c3cccc4cccc(c34)C2=O)cc1OC	-12	-3
Cc1ccccc1NC(=O)NC1(C(=O)NCCCN2CCOCC2)CCCCC1	-1	0
COc1cc(NC(=O)c2ccc(Br)o2)ccc1NC(=O)C(C)C	4	18
Cc1ccc(-n2c(Cc3cccn3C)nnc2SCC(=O)NC2CCCCC2)cc1	-5	4
COc1ccc(-n2c(=O)c3ccccc3n(Cc3ccc(F)cc3)c2=O)cc1OC	11	-3
O=C(NCc1ccco1)C(c1ccc(F)cc1)N(Cc1cccnc1)C(=O)Cn1nnc2ccccc21 (centres undefined)	-1	-2
CCOC(=O)c1ccc(CNC(=O)C(Cc2c[nH]c3ccccc23)NC(C)=O)o1 (centres undefined)	13	6
CCCCNC(=O)C1CCCN1C(=O)Nc1ccccc1 (centres undefined)	-2	-7
CCN(CC)c1ccc(NC(=O)c2ccc(NC(=O)C3CCCO3)cc2)c(C)c1 (centres undefined)	-1	10
Cc1ccc(OCC(=O)Nc2ccc(-c3nnc(-c4ccco4)o3)cc2)cc1	-3	-1
O=C(Nc1ccccc1N1CCOCC1)c1ccc2ccccc2n1	4	59*
CCOCCc1nnc(NC(=O)Cc2ccccc2)s1	-11	-6
O=C(CSc1nnc(CNC(=O)c2cccs2)o1)NC1CCCCC1	0	-11
O=C(Nc1ccc(OC(=O)c2ccncc2)cc1)c1ccncc1	-4	6
Cc1ccc(Cl)cc1NC(=O)CSC(N)=O	9	-6
Cn1c(CSc2nc3ccccc3s2)nnc1SCC(=O)NCc1cccnc1	-3	0
COc1ccc(-n2ncc3c(=O)n(CC(=O)N4c5ccccc5CC4C)cnc32)cc1 (centres undefined)	9	1

(cont.)
molecule	RAD54 branch	esBAF inh
Cc1ccc(-n2c(O)cnc2Nc2nc(C)cc(C)n2)cc1	0	-2
O=C(O)/C=C/c1ccc2ccccc2n1	2	2
Cc1cc2c(c(=O)n1CCc1ccccc1)C(C(C)C)C(C#N)=C(N)O2 (centres undefined)	5	1
Cc1cccc(-c2nnc3n2N=C(c2ccccc2)CS3)c1	-13	5
COc1ccc(C(=O)NN2C(=O)C3CCC(C)(C2=O)C3(C)C)cc1 (centres undefined)	-7	-12
CCOC(=O)c1cnn(-c2ccccc2)c1-n1cccc1C(=O)C(=O)Nc1ccc(F)cc1	3	1
Cc1cc(C(=O)CSc2n[nH]c(N)n2)c(C)n1-c1ccc(F)cc1	-12	31
O=C(NCc1ccccn1)c1coc(=O)c(Br)c1	-6	4
CCOC(=O)N1CCN(Cc2nc(N)nc(Nc3ccc(C)cc3)n2)CC1	-1	3
CCCc1cc(=O)n2[nH]c(-c3ccc(Br)cc3)cc2n1	-5	48*
O=C(CN1CCN(S(=O)(=O)c2ccccc2)CC1)Nc1cccc(C(F)(F)F)c1	-7	-4
COc1ccc(CN2CCN(S(=O)(=O)c3ccccc3)CC2)c(OC)c1	2	2
Cc1cccc(Cn2c(C(C)O)nc3ccccc32)c1 (centres undefined)	-9	-3
CCC(=O)N1CCc2cc(S(=O)(=O)NCCC(=O)N3CCN(Cc4ccccc4)CC3)ccc21	8	0
COc1cc2ncnc(NCc3ccccc3)c2cc1OC	10	0
Cc1ccc(NC(=S)NNC(=O)c2c([N+](=O)[O-])c(C)nn2C)cc1	0	1
Nn1cnnc1SC1CCCCC1NS(=O)(=O)c1ccccc1 (centres undefined)	11	-12
CCCN1C2=NCCN2c2cc(C)c(C)cc21	13	-2
O=C(Nc1cc(=O)c2ccccc2o1)N1CCOCC1	2	2
CCOC(=O)C1CCCN(S(=O)(=O)c2ccc(OC)c3ccccc23)C1 (centres undefined)	-3	-1
CC(C)C1C(=O)NC(=S)N1S(=O)(=O)c1ccc(C(C)(C)C)cc1 (centres undefined)	20	-10
CC/C(O)=C(/C#N)c1nnc2n1CCCCC2	-3	2
CCC(O)c1cc2c(cc1NC(=O)c1cccs1)OCCO2 (centres undefined)	1	-6
COc1ccccc1N1CCN(C(=O)c2cc(-c3ccc(Cl)cc3)on2)CC1	-4	-3
COc1ccc(OC)c(NC=C2C(=O)OC3(CCCCC3)OC2=O)c1	2	-1

(further entries)
molecule	RAD54 branch	esBAF inh
CC1CCN(S(=O)(=O)c2ccc(F)c(C(=O)O)c2)CC1	3	-7
CCOCCCNC(=O)C1CCC(CNS(=O)(=O)c2cccc3nsnc23)CC1 (centres undefined)	2	-6
O=C(Cc1ccc(Cl)cc1)NCC(=O)N1CCCC1	-1	-4
Cc1c(C(=O)N2CCN(c3ccccn3)CC2)sc2ncnc(N3CCN(c4ccccc4)CC3)c12	2	8
COc1cc(C(=O)Nc2cc(C)c(OCC(=O)N3CCOCC3)c(C)c2)cc(OC)c1OC	3	-11
Cc1c(NC(=S)N/N=C/c2cccc(O)c2)c(=O)n(-c2ccccc2)n1C	-8	-2
COc1ccc2nc(C(C)O)[nH]c2c1 (centres undefined)	2	-10
Cn1c(SCC(=O)Nc2nccs2)nnc1C12CC3CC(CC(C3)C1)C2	-11	1
CCCCNC(=O)c1sc(=S)n(-c2ccccc2OC)c1N	2	-2
COc1ccc(C2CCCN2C(=O)Nc2cccc(C(C)=O)c2)cc1OC (centres undefined)	5	-5
CCOc1ccccc1C(=O)NCC(=O)N1CCN(Cc2ccc3c(c2)OCO3)CC1	-5	1
CC(/C=N\NC(=O)Cn1c(C)nc2ccccc21)=C\c1ccccc1	8	9
CC(C)OC(=O)CSc1nc(-c2ccc(F)cc2)nc2ccc(F)cc12	-9	0
COc1cc(C2C3=C(CC(C)(C)CC3=O)N(C)C(=O)N2C)cc(OC)c1OC (centres undefined)	1	-8
CN1CCN(C(=O)c2ccccc2N(Cc2ccccc2)S(C)(=O)=O)CC1	-3	-3
C=CCOc1c(Br)cc(CNn2nnnc2N)cc1OCC	4	8
Fc1ccc(N2CCN(c3ccc4c(C(F)(F)F)cc(C(F)(F)F)nc4n3)CC2)cc1	-2	-11
CCN(CC)CCNC(=O)c1ccc2c(=O)n(CCc3ccccc3)c(=O)[nH]c2c1	7	7
O=C1Nc2c(c(=O)[nH]c(=O)n2-c2ccccc2)C(C(F)(F)F)(C(F)(F)F)N1	7	3
O=c1c2c3c(sc2ncn1/N=C/c1ccccc1)CCCC3	3	-2
O=c1c(-c2ccc(F)cc2)coc2c3c(ccc12)OCCO3	-4	52*
CCOC(=O)Oc1ccc2c(=O)c(Oc3cc(C)cc(C)c3)coc2c1	-4	2
COc1ccc2cc(CN(CCc3ccccc3)Cc3nnnn3CC3CCCO3)c(=O)[nH]c2c1 (centres undefined)	-8	11
COc1ccc(C)cc1-n1nnnc1SCn1nnc2ccccc2c1=O	-3	-28
COc1ccc(Nc2nc(N3CCCCC3)nc3ccccc23)c(OC)c1	55*	-18

29 structures out of the list, sorted by molecular weight, lowest first:
molecule	RAD54 branch	esBAF inh
COc1ccc2nc(C(C)O)[nH]c2c1 (centres undefined)	2	-10
CCCN1C2=NCCN2c2cc(C)c(C)cc21	13	-2
CC/C(O)=C(/C#N)c1nnc2n1CCCCC2	-3	2
Cn1c(=O)c(-c2ccccc2)nc2ccccc21	-2	12
Cc1ccc(Cl)cc1NC(=O)CSC(N)=O	9	-6
Cc1cccc(Cn2c(C(C)O)nc3ccccc32)c1 (centres undefined)	-9	-3
Cc1oc(C(=O)O)cc1COc1ccccc1Cl	3	-3
CCCCNC(=O)C1CCCN1C(=O)Nc1ccccc1 (centres undefined)	-2	-7
COc1cc2ncnc(NCc3ccccc3)c2cc1OC	10	0
CC1CCN(S(=O)(=O)c2ccc(F)c(C(=O)O)c2)CC1	3	-7
Cc1cccc(-c2nnc3n2N=C(c2ccccc2)CS3)c1	-13	5
O=C(NCc1ccccn1)c1coc(=O)c(Br)c1	-6	4
CCC(O)c1cc2c(cc1NC(=O)c1cccs1)OCCO2 (centres undefined)	1	-6
CC(C)C1C(=O)NC(=S)N1S(=O)(=O)c1ccc(C(C)(C)C)cc1 (centres undefined)	20	-10
COc1ccc(Nc2nc(N3CCCCC3)nc3ccccc23)c(OC)c1	55*	-18
COc1ccc(C2CCCN2C(=O)Nc2cccc(C(C)=O)c2)cc1OC (centres undefined)	5	-5
CCOC(=O)N1CCN(Cc2nc(N)nc(Nc3ccc(C)cc3)n2)CC1	-1	3
Cc1ccc(OCC(=O)Nc2ccc(-c3nnc(-c4ccco4)o3)cc2)cc1	-3	-1
COc1ccc(CN2CCN(S(=O)(=O)c3ccccc3)CC2)c(OC)c1	2	2
O=C(CSc1nnc(CNC(=O)c2cccs2)o1)NC1CCCCC1	0	-11
COc1ccc(C)cc1-n1nnnc1SCn1nnc2ccccc2c1=O	-3	-28
Cn1c(SCC(=O)Nc2nccs2)nnc1C12CC3CC(CC(C3)C1)C2	-11	1
O=C1Nc2c(c(=O)[nH]c(=O)n2-c2ccccc2)C(C(F)(F)F)(C(F)(F)F)N1	7	3
COc1ccccc1N1CCN(C(=O)c2cc(-c3ccc(Cl)cc3)on2)CC1	-4	-3
COc1ccc(-n2c(=O)c3ccccc3n(Cc3ccc(F)cc3)c2=O)cc1OC	11	-3
COc1ccc(-n2ncc3c(=O)n(CC(=O)N4c5ccccc5CC4C)cnc32)cc1 (centres undefined)	9	1
CCOC(=O)c1cnn(-c2ccccc2)c1-n1cccc1C(=O)C(=O)Nc1ccc(F)cc1	3	1
COc1ccc2cc(CN(CCc3ccccc3)Cc3nnnn3CC3CCCO3)c(=O)[nH]c2c1 (centres undefined)	-8	11
CCC(=O)N1CCc2cc(S(=O)(=O)NCCC(=O)N3CCN(Cc4ccccc4)CC3)ccc21	8	0

(list continues)
molecule	RAD54 branch	esBAF inh
Cc1ccccc1SCC(=O)Nc1cccc(C#N)c1	0	2
Cc1cccc(C)c1NC(=O)N1C2CCCC1CC(NC(=O)C(C)(C)C)C2 (centres undefined)	2	1
Cc1cc(N2CCC(C(=O)NC3CCCCC3)CC2)nc(-c2ccccc2)n1	-3	-3
CC(C)CCn1c(CN(C)Cc2ccccc2)nc2c1c(=O)n(C)c(=O)n2C	11	-18
CCCOC(=O)c1c(N)sc2c1CCC2	-27	0
Cc1ccccc1-c1nnc(SCc2ccccc2F)o1	-9	?
COc1cc(Cl)ccc1NC(=O)COc1ccccc1C(=O)N1CCN(c2ccc(O)cc2)CC1	4	4
Fc1ccc(C2=Nn3c(Cc4ccccc4F)nnc3SC2)cc1	10	-1
CCOC(=O)C1(C(=O)O)NC(=O)CC1c1ccccc1 (centres undefined)	-4	-4
COc1ccc(N2CCN(C(=S)NCCc3ccccc3)CC2)cc1	-12	-4
COC(=O)C(C(=O)NCC1CCCO1)C1CCCCCC1 (centres undefined)	-7	-3
CC1CCCC(C)N1C(=O)CSCc1ccc(Cl)cc1 (centres undefined)	-1	8
COCCn1c(=O)[nH]c2cc(C(=O)N3CCN(c4ccccc4)CC3)ccc2c1=O	-4	-2
O=C(NC1CCCCC1)c1cnn2c(C(F)(F)F)cc(-c3ccco3)nc12	7	-2
Cc1ccc(-n2c(=O)[nH]c3c(C(N)=O)nc(-c4ccc(C)o4)nc32)cc1	9	-1
CN(C)S(=O)(=O)c1c(Cl)cccc1Cl	3	12
Cc1nnc(SCCn2c(N3CCCC(C)C3)nc3c2c(=O)[nH]c(=O)n3C)s1 (centres undefined)	-6	4
CCCCOP(=O)(OCCCC)C1(NS(=O)(=O)c2ccccc2)C=CC(=O)c2ccccc21 (centres undefined)	-7	-13
O=C(OCCN1C(=O)c2ccccc2C1=O)c1cc(S(=O)(=O)N2CCOCC2)ccc1F	1	0
CCCCC(=O)Nc1nnn(CCC)n1	-8	-2
CC(C)(C)n1nnnc1CN1CCN2CCCC2C1 (centres undefined)	-8	-4
CN(C)C(=O)COc1ccc2cc(-c3ccccc3)c(=O)oc2c1	3	38
O=C(CSc1nccn1-c1ccccc1)N1CCc2ccccc21	-8	-2
CNc1nc(SCC(=O)OC)nc(N2CCOCC2)n1	-5	0
COCc1cc(=O)n2[nH]c(-c3cccc(Br)c3)cc2n1	7	-12
O=C(Nc1nnc(Cc2ccc(Cl)cc2)s1)c1ccco1	-4	31

Reprinted at random: 3 records from the list, in no set order.
molecule	RAD54 branch	esBAF inh
CC(C)(C)n1nnnc1CN1CCN2CCCC2C1 (centres undefined)	-8	-4
Cc1cccc(C)c1NC(=O)N1C2CCCC1CC(NC(=O)C(C)(C)C)C2 (centres undefined)	2	1
O=C(Nc1nnc(Cc2ccc(Cl)cc2)s1)c1ccco1	-4	31
